Assay outcomes as filed in PubChem BioAssay.
PNC assembly inh = perinucleolar compartment assembly inhibition | PC3M PTB-GFP, PNC prevalence imaging, 16 h; stronger effect = lower value | activity change (PNC), negative = inhibition, % at 10 µM | 3.1% of 140,000 active | AID 2417;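 active = readout at or below -70, meaning at least 70% loss of cells showing the perinucleolar compartment, a nuclear body marking cancer cells; inconclusive = readout between -30 and a set limit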;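 also: plate controls were DMSO wells for no effect and camptothecin positive control wells for full effect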
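Read-out is percentage of cells bearing a perinucleolar compartment, from automated 20x imaging of fixed, Hoechst-stained PC3M PTB-GFP cells. Cells were seeded 4 h, then exposed 16 h to compound (23 nl of library stock) in duplicate plates.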
12-hLO inh = inhibitors of human 12-lipoxygenase (ALOX12); purified 12-hLO, xylenol orange hydroperoxide absorbance; Potency, µM (titrated, usually from 57.1 µM), without a hit: at the top dose activity change, negative = inhibition, hits mostly inhibitors; 0.12% of 150,000 active; also: potency is read from the fitted curve at half-maximal effect; nearly all actives have a fitted effect of over 55% in size; many of its hits are not listed in these tables
Target sequence (P18054 whole entry, looked up): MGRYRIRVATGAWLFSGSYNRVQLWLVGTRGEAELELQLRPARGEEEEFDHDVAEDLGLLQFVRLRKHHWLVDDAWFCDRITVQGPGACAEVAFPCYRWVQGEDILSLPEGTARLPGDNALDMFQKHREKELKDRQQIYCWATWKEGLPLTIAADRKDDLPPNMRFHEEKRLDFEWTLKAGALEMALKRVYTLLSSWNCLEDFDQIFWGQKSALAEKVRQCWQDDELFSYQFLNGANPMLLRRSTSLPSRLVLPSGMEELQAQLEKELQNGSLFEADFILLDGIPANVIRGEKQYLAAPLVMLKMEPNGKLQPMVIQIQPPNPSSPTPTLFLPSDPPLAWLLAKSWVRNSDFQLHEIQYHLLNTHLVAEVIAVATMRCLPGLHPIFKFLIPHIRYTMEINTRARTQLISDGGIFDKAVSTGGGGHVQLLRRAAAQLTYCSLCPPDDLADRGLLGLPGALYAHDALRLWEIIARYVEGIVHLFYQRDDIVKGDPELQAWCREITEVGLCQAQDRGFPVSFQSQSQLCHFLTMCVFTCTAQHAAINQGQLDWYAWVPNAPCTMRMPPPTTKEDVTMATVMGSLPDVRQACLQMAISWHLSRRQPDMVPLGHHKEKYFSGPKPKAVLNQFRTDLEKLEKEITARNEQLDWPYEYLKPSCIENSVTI
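Purified human 12hLO (150 nM), preincubated 15 min with compound, then 40 uM arachidonic acid for 30 min, room temperature, Hepes pH 7.0 with 0.01% Triton X-100. Hydroperoxide detected by ferrous iron/xylenol orange; 573/405 nm absorbance ratio gives reaction progress.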
IMPase inh = cell-permeable inhibitors of inositol monophosphatase (IMPase) | P97697 | CHO-M1 cells, IP1 accumulation, HTRF TR-FRET ratio | inhibition (IP1 accumulation), % at 46.1 µM | 120,000 tested, under 10 active | AID 901; active = well fitted curve in the direction sought with a large enough effect in the signal ratio, not every such curve was filed as active; inconclusive = small, poorly fitted or top-dose-only effect, or a change in a side signal; inactive = no such curve, though single readings can be large or run the other way; the % refers to the signal ratio;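 also: cells stimulated with carbachol in lithium chloride buffer; plate controls were DMSO basal wells for no effect and reference inhibitor wells for full effect; higher means more IMPase inhibition seen as more IP1 and lower FRET ratio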
Target sequence (P97697 whole entry, looked up): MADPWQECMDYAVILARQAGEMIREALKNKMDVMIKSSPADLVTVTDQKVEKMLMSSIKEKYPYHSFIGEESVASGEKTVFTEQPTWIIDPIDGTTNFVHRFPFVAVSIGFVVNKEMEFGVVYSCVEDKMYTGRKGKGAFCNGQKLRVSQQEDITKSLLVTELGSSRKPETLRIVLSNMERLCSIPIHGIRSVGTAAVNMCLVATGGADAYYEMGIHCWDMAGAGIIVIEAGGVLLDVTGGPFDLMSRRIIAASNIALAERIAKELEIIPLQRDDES
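CHO-M1, 2000 cells/well, cultured 16–30 h; cpd up to 46 uM; carbachol (50 uM solution, stimulation buffer w/ 50 mM LiCl, pH 7.4), 30 min 37C; IP-One TR-FRET, 10 min RT; Ex 320/Em 665, 620; Hill-fit AC50.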
15-hLO-2 inh = 15-hLO-2 (ALOX15B) enzyme inhibition | O15296 | purified 15hLO-2, xylenol orange hydroperoxide absorbance | Potency, µM (series often up to 57.1 µM), for the others: at the top dose activity change, negative = inhibition, actives largely listed as inhibitors | 0.56% of 110,000 active | AID 881; also: potency is read from the fitted curve at half-maximal effect; nearly all actives have a fitted effect of over 60% in size; many of its hits are not listed in these tables
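Enzyme 50 nM, AA 45 uM, 25 mM Hepes pH 7.5 + 0.01% Triton X-100; cpd preinc 15 min RT, rxn 90 min RT; stop/detect with 200 uM XO + 300 uM Fe(II) in 50 mM H2SO4, 30 min; A573/A405.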
* hit, by the source's call; [ ] = remark or other dose. Unless noted, calls follow the shape of the dose curve; as a rule, active = well fitted curve in the direction sought with a large enough effect; inconclusive = small, poorly fitted or top-dose-only effect, or another doubt; inactive = no such curve, though single readings can be large; an effect the other way counts as inactive or inconclusive. Unless noted, % is scaled to controls: 0 for no effect and ±100 for the full control effect. An excerpt; rates above refer to the full screens.

Sample of the layout (three entries):
Results for COc1ccc(/C=N\NC(=O)C2=NNC(=O)C2C)cc1 (stereo not given) ?
PNC assembly inh: 25.6; 12-hLO inh: 1.8%; IMPase inh: inconclusive; 15-hLO-2 inh: -6.0%

Results for OCC1OC(n2nc3ccccc3n2)C(O)C(O)C1O (stereo not given) ?
PNC assembly inh: 21.9; 12-hLO inh: -1.4%; IMPase inh: -3.1; 15-hLO-2 inh: -1.9%

What do the screens show for `CCc1cc2ccc(C)cc2nc1SCC(=O)c1ccc(NC(C)=O)cc1`?
PNC assembly inh: 98.4; 12-hLO inh: -6.1%; IMPase inh: -1.8

The whole of this part, from the first entry:
Results for COc1ccc(/C=N\NC(=O)C2=NNC(=O)C2C)cc1 (stereo not given) ?
PNC assembly inh: 25.6; 12-hLO inh: 1.8%; IMPase inh: inconclusive; 15-hLO-2 inh: -6.0%

Results for OCC1OC(n2nc3ccccc3n2)C(O)C(O)C1O (stereo not given) ?
PNC assembly inh: 21.9; 12-hLO inh: -1.4%; IMPase inh: -3.1; 15-hLO-2 inh: -1.9%

What do the screens show for `CCc1cc2ccc(C)cc2nc1SCC(=O)c1ccc(NC(C)=O)cc1`?
PNC assembly inh: 98.4; 12-hLO inh: -6.1%; IMPase inh: -1.8

How did CCOC(=O)c1c(NC(=O)CSC(=S)N2CCOCC2)sc(C)c1C do in these assays?
PNC assembly inh: -9.4; 12-hLO inh: 6.3%; IMPase inh: -6.2

What do the screens show for `CCCC(=O)N1CCN(c2ccc(NC(=O)c3ccc(OCC)c([N+](=O)[O-])c3)cc2)CC1`?
PNC assembly inh: -12.3; 12-hLO inh: 3.5%; IMPase inh: 0.1

How did Cc1cccc2c1nc(-c1ccccc1)n1cnnc21 do in these assays?
PNC assembly inh: inconclusive; 12-hLO inh: -5.1%; IMPase inh: -6.1; 15-hLO-2 inh: 7.3%[2.29 µM]

Results for O=C(Nc1ccc(-c2nc3ccccc3o2)cc1)c1ccc(N2C(=O)C3C4C=CC(C4)C3C2=O)cc1 (stereo not given) ?
PNC assembly inh: -17.1; 12-hLO inh: -4.3%; IMPase inh: -5.9; 15-hLO-2 inh: -19.4%

What do the screens show for `COc1ccc(/C=N/OC(=O)Nc2ccccc2)cc1[N+](=O)[O-]`?
PNC assembly inh: 23.2; 12-hLO inh: 0.3%

Results for Cc1cc(-n2c(C)cc(C(=O)COc3ccc4ccc(=O)oc4c3)c2C)no1 ?
PNC assembly inh: -6.5; 12-hLO inh: -1.7%; IMPase inh: 1.5; 15-hLO-2 inh: -26.7%

What do the screens show for `CCCN1C(=O)/C(=C\C=C2/C=CN(CC)c3ccccc32)SC1=S`?
PNC assembly inh: -29.7; 12-hLO inh: -1.0%; IMPase inh: 10.3

How did CCN(C(=O)CSc1nnc(Nc2ccccc2C)s1)C1CCS(=O)(=O)C1 (stereo not given) do in these assays?
PNC assembly inh: -14.6; 12-hLO inh: -0.7%; IMPase inh: -3.6

How did COc1ccc(-n2nnc3c(SCC(=O)c4ccccc4)ncnc32)cc1 do in these assays?
PNC assembly inh: -10.7; 12-hLO inh: -5.0%; IMPase inh: 3.0; 15-hLO-2 inh: -0.5%

What do the screens show for `O=c1c(-c2nc3ccccc3s2)cccn1Cc1ccccc1`?
PNC assembly inh: inconclusive; 12-hLO inh: -8.2%; IMPase inh: -29.3; 15-hLO-2 inh: -9.3%

Results for O=C(Nc1cccc(Cl)c1)Nc1ccccc1NS(=O)(=O)c1cccs1 ?
PNC assembly inh: -1.4; 12-hLO inh: -1.9%

How did O=C(Nc1ccc2nc3n(c(=O)c2c1)CCCC3)c1cccc([N+](=O)[O-])c1 do in these assays?
PNC assembly inh: 20.2; 12-hLO inh: -3.9%; IMPase inh: -3.2

How did CCCC1(C(=O)OCC)NC(c2ccc(OC)cc2OC)C2C(=O)N(c3ccccc3)C(=O)C21 (stereo not given) do in these assays?
PNC assembly inh: 8.3; 12-hLO inh: 1.0%; IMPase inh: inconclusive

What do the screens show for `c1cncc(CNc2cc(-c3ccc4c(c3)OCO4)ncn2)c1`?
12-hLO inh: -24.6%; 15-hLO-2 inh: 18.6%

How did CC(=O)N1CC=CC1(CC(C)C)C(=O)NCC1CC1 (stereo not given) do in these assays?
12-hLO inh: 3.0%; 15-hLO-2 inh: 3.0%

How did O=C(Cn1nc(-c2cccc([N+](=O)[O-])c2)c2ccccc2c1=O)Nc1cccnc1 do in these assays?
PNC assembly inh: 37.4; 12-hLO inh: 3.9%; IMPase inh: 0.9; 15-hLO-2 inh: 8.5%

Results for COc1ccc(S(=O)(=O)N2CCC(O)(c3ccc(Cl)cc3)CC2)cc1 ?
PNC assembly inh: 6.5; 12-hLO inh: -16.6%; IMPase inh: inconclusive; 15-hLO-2 inh: 14.6%

What do the screens show for `Cc1ccccc1C(=O)OC1OC(=O)C(Cl)=C1N1CCOCC1` (stereo not given)?
PNC assembly inh: inconclusive; 12-hLO inh: -1.7%

How did CCc1cc(C(=O)OC)c(NC(=O)CCCC(=O)O)s1 do in these assays?
PNC assembly inh: 57.4; 12-hLO inh: -0.3%; IMPase inh: -2.0; 15-hLO-2 inh: -7.9%

Results for O=C1Nc2ccccc2C12OCCO2 ?
PNC assembly inh: -3.7; 12-hLO inh: -2.2%; IMPase inh: 1.4; 15-hLO-2 inh: 2.9%

How did CC1(C)CC(=O)C(C(C2=C(O)CC(C)(C)CC2=O)c2cccs2)C(=O)C1 (stereo not given) do in these assays?
PNC assembly inh: 4.7; 12-hLO inh: -26.2%; IMPase inh: 1.1; 15-hLO-2 inh: -1.5%

What do the screens show for `C/C(=N\O)c1ccc(N2C(=O)C3CC=C(Cl)CC3C2=O)cc1` (stereo not given)?
PNC assembly inh: 11.2; 12-hLO inh: -6.1%

Results for CCCCn1c(-c2ccc(Cl)cc2)nc2c(=O)n(C)c(=O)[nH]c21 ?
PNC assembly inh: inconclusive; 12-hLO inh: 7.9%; IMPase inh: 3.7; 15-hLO-2 inh: -3.1%

How did C/C(N)=C(/C#N)C(=O)CN1CCCCC1 do in these assays?
PNC assembly inh: -10.7; 12-hLO inh: 6.0%; IMPase inh: -4.1; 15-hLO-2 inh: -1.8%

How did Cc1ccc(CS(=O)(=O)CCC(=O)NC2CC2)cc1 do in these assays?
PNC assembly inh: 0.0; 12-hLO inh: -5.8%; IMPase inh: 0.8; 15-hLO-2 inh: -5.3%

Results for O=C1Nc2ccccc2C(O)(C(=O)NCc2ccc3c(c2)OCO3)N1c1ccc(Cl)c(Cl)c1 (stereo not given) ?
PNC assembly inh: 65.6; 12-hLO inh: 2.2%; IMPase inh: 17.3; 15-hLO-2 inh: -3.6%

Results for O=C(CCCOc1ccccc1)N1CCN(C(=O)c2ccco2)CC1 ?
PNC assembly inh: inconclusive; 12-hLO inh: -0.4%; IMPase inh: -1.3; 15-hLO-2 inh: -2.4%

What do the screens show for `Cc1cc(C(=O)Nc2nnc(-c3ccccc3)s2)no1`?
PNC assembly inh: -98.4*; 12-hLO inh: 0.3%; IMPase inh: 1.8; 15-hLO-2 inh: 5.9%

How did N#CC1=C(N)Oc2n[nH]c(-c3ccccn3)c2C1c1c(F)cccc1Cl (stereo not given) do in these assays?
PNC assembly inh: 33.3; 12-hLO inh: -4.1%; IMPase inh: 4.0; 15-hLO-2 inh: 16.4%

How did COC(=O)C1=C(C)NC(C)=C(C(=O)OC)C1c1ccc(-c2cc(Cl)ccc2Cl)o1 do in these assays?
PNC assembly inh: -4.7; 12-hLO inh: -3.9%; IMPase inh: -1.4

Results for CCCC(=O)Nc1cccc(-c2nc3ccccc3o2)c1 ?
PNC assembly inh: -106.5*; 12-hLO inh: 0.5%; IMPase inh: 2.2; 15-hLO-2 inh: -4.1%

How did C/C(=N\OCC(=O)Nc1cc(C)cc(C)c1)c1ccc2c(c1)OCCO2 do in these assays?
PNC assembly inh: inconclusive; 12-hLO inh: -0.2%; IMPase inh: -2.1

What do the screens show for `CCCSc1nc2c(c(=O)n(C)c(=O)n2C)n1Cc1ccc(C)cc1`?
PNC assembly inh: -11.8; 12-hLO inh: -8.0%; IMPase inh: 4.1; 15-hLO-2 inh: 6.9%

What do the screens show for `Cc1cccc(NC(=O)C2CC(O)CN2C(=O)OCc2ccccc2)c1` (stereo not given)?
PNC assembly inh: 7.3; 12-hLO inh: -5.3%; IMPase inh: inconclusive; 15-hLO-2 inh: -8.8%

Results for CC(=O)C1=C(O)C(=O)N(c2cc(C(C)(C)C)on2)C1c1ccc(C(C)C)cc1 (stereo not given) ?
PNC assembly inh: inconclusive; 12-hLO inh: 13.8%; IMPase inh: -3.5; 15-hLO-2 inh: -17.7%

What do the screens show for `Cn1cccc1Cc1nnc(SCC(=O)N2CCc3ccccc32)n1CCc1ccccc1`?
PNC assembly inh: inconclusive; 12-hLO inh: -8.7%; IMPase inh: -0.7; 15-hLO-2 inh: -9.5%

Results for CCn1c(SCC(=O)C(C)(C)C)nnc1-c1ccccn1 ?
PNC assembly inh: -29.9; 12-hLO inh: 0.1%; IMPase inh: -4.7; 15-hLO-2 inh: -0.8%

How did COc1ccc(NS(=O)(=O)c2ccc(O)c(NC(=O)c3ccc(S(=O)(=O)N4CCCCCC4)cc3)c2)cc1 do in these assays?
PNC assembly inh: 51.2; 12-hLO inh: -1.6%

How did Cn1c(=O)oc2cc(S(=O)(=O)N3CCCC(C(=O)N4CC=C(c5ccccc5)CC4)C3)ccc21 (stereo not given) do in these assays?
PNC assembly inh: inconclusive; 12-hLO inh: 0.4%; IMPase inh: 9.9; 15-hLO-2 inh: -9.6%

How did COc1ccc(C)cc1NC(=O)c1cc2ccccc2cc1OCC(=O)NCc1ccco1 do in these assays?
PNC assembly inh: 8.2; 12-hLO inh: -2.9%; IMPase inh: 14.3; 15-hLO-2 inh: inconclusive

Results for COc1ccc(-c2noc(-c3ccccc3C(=O)Nc3cccnc3)n2)cc1OC ?
PNC assembly inh: 20.2; 12-hLO inh: -1.3%; IMPase inh: 1.8; 15-hLO-2 inh: 8.3%

What do the screens show for `CCNc1nc(-c2cc3ccccc3o2)cs1`?
PNC assembly inh: 45.3; 12-hLO inh: -2.1%

Two entries picked at random from those above:
What do the screens show for `CCCSc1nc2c(c(=O)n(C)c(=O)n2C)n1Cc1ccc(C)cc1`?
PNC assembly inh: -11.8; 12-hLO inh: -8.0%; IMPase inh: 4.1; 15-hLO-2 inh: 6.9%

What do the screens show for `CCNc1nc(-c2cc3ccccc3o2)cs1`?
PNC assembly inh: 45.3; 12-hLO inh: -2.1%

(further entries)
What do the screens show for `CCOC(=O)c1nnn(-c2ccccc2)c1C`?
PNC assembly inh: 190.4; 12-hLO inh: inconclusive; IMPase inh: -14.7

Results for COCC(=O)N/N=C(\C)CC(=O)Nc1ccccc1C(N)=O ?
PNC assembly inh: 36.7; 12-hLO inh: 1.4%; IMPase inh: -8.3; 15-hLO-2 inh: 1.4%

How did Cc1cc(N2CCN(c3ccccc3)CC2)nc(N)n1 do in these assays?
PNC assembly inh: -17.0; 12-hLO inh: 5.5%; IMPase inh: 1.2

How did COc1cccc(CNS(=O)(=O)c2cn(C)cn2)c1 do in these assays?
PNC assembly inh: -25.1; 12-hLO inh: -5.0%; IMPase inh: -1.3; 15-hLO-2 inh: 0.8%

How did Cc1ccc(-n2c(SCC(=O)Nc3ccc4c5c(cccc35)CC4)nc(O)cc2=O)cc1 do in these assays?
PNC assembly inh: inconclusive; 12-hLO inh: -16.7%

How did O=C(COC(=O)c1ccc(S(=O)(=O)NCc2ccco2)cc1)NC1CCCCC1 do in these assays?
PNC assembly inh: -6.8; 12-hLO inh: 0.1%; IMPase inh: -9.8; 15-hLO-2 inh: 1.4%

How did CCOc1cc(N2CCOCC2)c(OCC)cc1NC(=O)Cc1cccc2ccccc12 do in these assays?
PNC assembly inh: -2.6; 12-hLO inh: -7.1%; IMPase inh: 5.1; 15-hLO-2 inh: 0.1%
